Gli-Sufu block = Gli-Sufu pathway antagonists, primary screen, luciferase luminescence, Sufu-KO-LIGHT cells, uHTS; Sufu-KO-LIGHT fibroblasts, Gli luciferase reporter luminescence; inhibition, % at 5 µM; hit rate 0.74% among 340,000;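 active means inhibition above about 55%, limit read from the data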;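 further: 0% = DMSO-treated cells and 100% = wells with medium but no cells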
APJ antag = antagonists of human apelin receptor APJ, primary screen, CHO-K1 cells, beta-arrestin complementation, luminescence | inhibition, % at 20 µM | P35414 | hit rate 0.32% among 330,000 | AID 2521, 2010;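 active means inhibition above about 40% at 20 µM, limit read from the data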;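 further: cells challenged with 10 nM apelin-13 agonist together with compound; plate controls were apelin-13 plus DMSO wells for no effect and DMSO wells lacking apelin-13 for full effect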
ATG4B inh = ATG4B protease inhibitors, primary screen, biochemical, fluorescence, uHTS; Cysteine protease ATG4B (Homo sapiens), Q9Y4P1; ATG4B cleavage of LC3-PLA2, NBD-HPC fluorescence, 1 h; inhibition, % at 8.33 µM; hit rate 0.51% among 340,000; in the data active means inhibition above about 40%
Target sequence (Q9Y4P1 whole entry, looked up): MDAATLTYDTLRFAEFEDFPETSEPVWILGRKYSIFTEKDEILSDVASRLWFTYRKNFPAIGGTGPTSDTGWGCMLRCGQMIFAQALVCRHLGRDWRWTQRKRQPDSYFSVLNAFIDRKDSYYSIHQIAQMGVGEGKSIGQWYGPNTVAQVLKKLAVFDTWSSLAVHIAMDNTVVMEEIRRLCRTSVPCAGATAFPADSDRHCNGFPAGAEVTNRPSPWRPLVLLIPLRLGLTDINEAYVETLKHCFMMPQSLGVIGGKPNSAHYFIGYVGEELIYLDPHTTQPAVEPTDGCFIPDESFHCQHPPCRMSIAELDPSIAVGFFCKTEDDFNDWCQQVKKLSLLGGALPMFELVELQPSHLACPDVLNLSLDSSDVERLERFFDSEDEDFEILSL
UBC13 inh = UBC13 polyubiquitin chain formation inhibitors, primary screen, biochemical, TR-FRET, uHTS; Ubiquitin-conjugating enzyme E2 N (Homo sapiens), P61088; inhibition, % at 20 µM; hit rate 0.47% among 330,000; AID 485273, 2010; in the data active means inhibition above about 45%, passing the limit was not always enough
Target sequence (P61088 whole entry, looked up): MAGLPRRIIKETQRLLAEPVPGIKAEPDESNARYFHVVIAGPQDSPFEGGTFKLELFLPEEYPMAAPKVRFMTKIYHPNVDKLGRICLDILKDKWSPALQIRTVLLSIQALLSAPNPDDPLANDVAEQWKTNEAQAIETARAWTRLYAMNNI
EBI2 antag = EBI2 receptor antagonists, beta-arrestin recruitment, primary screen, cell-based, luminescence, 7a,25-OHC stimulation, uHTS | G-protein coupled receptor 183 (Homo sapiens), P32249 | 7a,25-OHC stimulated | inhibition, % at 5 µM | hit rate 0.81% among 360,000; in the data active means inhibition above about 38%;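 further: enzyme fragment complementation signal reports receptor beta-arrestin coupling in cells; 0% = agonist plus DMSO wells and 100% = wells without agonist; some results beyond the cut were filed as inactive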
APJ ag = agonists of human apelin receptor APJ, primary screen, CHO-K1 cells, PathHunter beta-arrestin, luminescence; AID 2520, 2010; P35414; 0% DMSO wells, 100% apelin; activation, % at 20 µM; hit rate 0.11% among 330,000;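 active means activation more than six SD over the plate average, tested at 20 µM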;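 further: 0% = DMSO alone and 100% = apelin-13 at 10 nM; some results filed as inactive read as strong as hits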
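system = engineered CHO-K1 APJ arrestin reporter cells | input = 1000 cells per well | timing = overnight seeding, 90 min compound at 25 °C, 1 h detection | measured by = enzyme-fragment complementation luminescence | read-out = beta-arrestin recruitment to APJ as agonist activity, luminescent signal | control set = negative DMSO alone, positive Apelin-13 at 10 nM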
CXCR6 inh = CXCR6 receptor inhibitors, primary screen, cell-based, beta-arrestin, luminescence, CHO-K1 PathHunter, 1536-well; C-X-C chemokine receptor type 6 (Homo sapiens), O00574; inhibition, % at 20 µM; hit rate 0.36% among 360,000; AID 602244, 2012; in the data active means inhibition above about 34%, passing the limit was not always enough;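 further: antagonist mode with CXCL16 agonist at 10 nM final; 0% = 10 nM CXCL16 with DMSO and 100% = unstimulated wells without agonist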
Target sequence (O00574 whole entry, looked up): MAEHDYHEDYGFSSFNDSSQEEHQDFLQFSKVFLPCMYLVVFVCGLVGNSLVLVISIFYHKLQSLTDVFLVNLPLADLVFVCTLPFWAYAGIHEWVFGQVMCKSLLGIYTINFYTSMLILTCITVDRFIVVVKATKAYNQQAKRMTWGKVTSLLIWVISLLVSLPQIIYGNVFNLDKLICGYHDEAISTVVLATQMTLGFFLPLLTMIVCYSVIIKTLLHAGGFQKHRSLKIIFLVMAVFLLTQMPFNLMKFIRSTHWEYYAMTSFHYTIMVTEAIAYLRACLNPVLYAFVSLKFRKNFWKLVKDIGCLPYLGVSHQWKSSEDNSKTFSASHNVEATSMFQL
CCR6 antag = CCR6 receptor antagonists, primary screen, cell-based, CHO-K1, luminescence, beta-arrestin, uHTS; C-C chemokine receptor type 6 (Homo sapiens), P51684; CHO-K1 CCR6 PathHunter beta-arrestin, CCL20-stimulated; inhibition, % at 20 µM; hit rate 0.49% among 340,000; AID 493098, 2011;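 active means compounds whose inhibition of the agonist-driven luminescence signal at 20 µM reaches about 50%, limit read from the data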;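 further: cells stimulated with CCL20 at 14 nM final; plate controls were DMSO with CCL20 for no effect and DMSO without agonist for full effect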
Starred values were filed as active, the others as inactive; / = not tested or not shown.

Values run as follows: ATG4B inh | CCR6 antag | APJ ag | CXCR6 inh | EBI2 antag | Gli-Sufu block | APJ antag | UBC13 inh
COc1ccc(C(=O)NNC(=O)CCn2nnc(-c3ccc(Cl)cc3)n2)cc1OC
 : -5 | 4 | -1 | -8 | 0 | -2 | 15 | 1
CCOC(=O)C1CCCN(CC(=O)Nc2cc(C)cc(C)c2)C1 (centres undefined)
 : -6 | 2 | -3 | 5 | -4 | 2 | 0 | 6
O=C(NCc1ccc2c(c1)OCO2)c1ccc2snnc2c1
 : -2 | 4 | -4 | 2 | 4 | 0 | -18 | -7
Cc1ccc(NC(=O)CSc2nc(=O)n(CCN(C)C)c3c2CCCC3)c(C)c1
 : 3 | 8 | -4 | -1 | 1 | 7 | -7 | 7
CCc1ccc(C(C(=O)NCCOC)N(C(=O)Cn2nnc3ccccc32)c2cccnc2)cc1 (centres undefined)
 : -5 | 4 | 4 | 0 | 12 | 9 | 6 | -2
Cc1ncc(CO)c2cc(C(N)=O)c(=Nc3ccccc3)oc12
 : -15 | 5 | 2 | 0 | 5 | -5 | -19 | -13
O=S(=O)(c1ccccc1)N1CCC2(CC1)CO2
 : 2 | 11 | -5 | 5 | -9 | -2 | -2 | 5
CCN(CC(=O)Nc1cccc(S(=O)(=O)N2CCCCC2)c1)Cc1ccccc1
 : -6 | 19 | 12 | -1 | -8 | 21 | 22 | 0
COC(=O)c1ccccc1OCC(=O)N1CCN(c2ccc(Cl)cc2)CC1
 : -4 | 5 | 1 | 1 | -12 | 8 | 3 | 2
O=C1C2CCCCN2C(=O)N1CCCCN1CCN(c2cccc(Cl)c2)CC1 (centres undefined)
 : -9 | 6 | -4 | -6 | -4 | -4 | 16 | 4
COc1cccc(CNC(=O)CSc2nnc3c(n2)[nH]c2ccc(F)cc23)c1
 : 3 | 6 | 2 | -8 | -8 | -40 | -5 | -1
COc1ccc(NC(=O)CCCNC(=O)c2ccc(Cl)cc2)cc1S(=O)(=O)N1CCCCC1
 : -4 | 6 | / | -1 | -2 | 6 | / | /
COc1ccc(N2CCN(Cc3nc4ccsc4c(=O)[nH]3)CC2)cc1
 : -4 | 2 | -5 | -3 | -11 | -2 | 16 | 14
Cc1ccc(C(=O)Nc2cccc3ccccc23)o1
 : -3 | 16 | 1 | -9 | 4 | 11 | -3 | -6
Cc1nnc(SCC(=O)N2CCOCC2)[nH]c1=O
 : 12 | -6 | -2 | -8 | -9 | 4 | -26 | 9

Values run as follows: ATG4B inh | CCR6 antag | APJ ag | CXCR6 inh | EBI2 antag | Gli-Sufu block | APJ antag | UBC13 inh
Cc1c(/C=N\NC(=O)c2cc3ccccc3o2)c2ccccc2n1C
 : -15 | 5 | 1 | 0 | 5 | -5 | -4 | 3
CC(C)(C)n1nnnc1C(c1ccc(F)cc1)N(Cc1ccc(F)cc1)Cc1ccco1 (centres undefined)
 : -7 | 11 | 0 | -8 | 26 | 18 | 13 | -26
O=c1cc(Nc2ccc3c(c2)OCCO3)[nH]c(=O)n1-c1ccc(Br)cc1
 : 2 | 15 | 2 | 3 | -12 | -5 | 2 | -5
Cc1ccc(S(=O)(=O)N2CCOCC2)cc1N/N=C(\C#N)c1nc2ccccc2[nH]1
 : -11 | -12 | -2 | -14 | 11 | 3 | 4 | -34
O=C(NCCN1C(=O)S/C(=C\c2ccc(Cl)cc2Cl)C1=O)C1=COCCO1
 : -7 | 9 | 12 | -10 | -1 | -4 | -7 | -9
COc1ccc(Cc2nc(-c3ccc(-n4cccc4)cc3)no2)cc1OC
 : -5 | 14 | -2 | 5 | 2 | 0 | -69 | 2
O=C(CSc1ncnc2sc3c(c12)CCC3)N1CCOCC1
 : 12 | 9 | -3 | -4 | 3 | 45 | -7 | 1
C/C(=N\NC(=O)C(=O)Nc1ccc(C)c(Cl)c1)c1ccncc1
 : -8 | 3 | -1 | -5 | -5 | 62* | 6 | -7
O=C(NCCN1CCN(c2cccc(Cl)c2)CC1)c1ccc(CSc2nc3ccncc3[nH]2)cc1
 : -20 | 15 | 3 | -5 | -2 | 45 | -6 | -4
CC(/C=N/n1c(-c2cccnc2)n[nH]c1=S)=C\c1ccccc1
 : 8 | 15 | -1 | 4 | 1 | -11 | -8 | -11
Cc1nn(C)c(Oc2cccc(Cl)c2)c1C(=O)Nc1ccc(F)cc1
 : -8 | -8 | -4 | 10 | 9 | 8 | 9 | -5
O=C(CN1C(=O)C2CC=CCC2C1=O)Nc1ccc(S(=O)(=O)N2CCOCC2)cc1 (centres undefined)
 : -7 | 8 | 0 | -2 | 2 | 0 | -25 | -6
COC(CNC(=O)C1CCN(S(=O)(=O)c2cccc3nsnc23)CC1)OC
 : 7 | 15 | 3 | 1 | 6 | -47 | 4 | -3
CCOC(=O)CC(=O)CSC1=C(C#N)C(c2ccccc2OC)CC(=O)N1 (centres undefined)
 : -5 | 4 | 2 | -6 | 6 | 9 | -11 | -5
Cc1ccc2nc(C3CCCN(C(=S)Nc4cccc(C)c4C)C3)[nH]c2c1 (centres undefined)
 : -3 | 1 | 1 | 1 | -5 | 10 | -15 | -2

Results in UBC13 inh, EBI2 antag and APJ antag, for 3 of the compounds above:
Structure | UBC13 inh | EBI2 antag | APJ antag
O=c1cc(Nc2ccc3c(c2)OCCO3)[nH]c(=O)n1-c1ccc(Br)cc1 | -5 | -12 | 2
Cc1nn(C)c(Oc2cccc(Cl)c2)c1C(=O)Nc1ccc(F)cc1 | -5 | 9 | 9
O=C(CSc1ncnc2sc3c(c12)CCC3)N1CCOCC1 | 1 | 3 | -7

Other structures follow.
Values run as follows: ATG4B inh | CCR6 antag | APJ ag | CXCR6 inh | EBI2 antag | Gli-Sufu block | APJ antag | UBC13 inh
CN(C)S(=O)(=O)c1cccc(NC(=O)c2cncc(Br)c2)c1
 : -1 | 14 | -3 | -2 | -7 | -4 | -10 | 2
Brc1ccc(-c2noc(-c3ccccc3)n2)o1
 : -9 | 12 | -4 | 5 | -7 | -86 | -2 | 10
O=C(CSc1nnc(NC(=O)C2CC(=O)N(c3ccccc3)C2)s1)NC1CCCC1 (centres undefined)
 : 2 | -2 | -5 | 1 | -12 | -4 | 18 | -1
CCOC(=O)c1c(NC(=O)CN2CCCc3ccccc32)sc(C(C)=O)c1C
 : -5 | -29 | -3 | -14 | -2 | 9 | -5 | -1
O=C1NC(O)(c2ccccc2)Oc2ccccc21 (centres undefined)
 : -2 | 8 | 4 | 9 | -3 | -10 | -6 | -8
CN(C(=O)c1cccc(S(=O)(=O)N2CCCC2)c1)C1CCCCC1
 : -5 | 19 | -2 | -3 | 20 | 8 | 8 | -3
Cc1ccc(CNC(=O)C2CCN(c3nn4c(=O)cc(C)nc4s3)CC2)cc1
 : 0 | 11 | 1 | -3 | -3 | 13 | -16 | -4
C/C(=N\NC(=O)c1cc(C)nc2ccccc12)c1cccs1
 : -7 | 3 | -5 | 7 | 1 | 7 | -8 | 9
CCC(C)C1C(C#N)=C(N)Oc2n[nH]c(C)c21 (centres undefined)
 : -1 | 3 | -5 | -2 | -14 | 3 | -7 | -7
Cc1cccc(N2C(=S)NC3c4ccccc4OC2(C)C3C(=O)N(C)C)c1 (centres undefined)
 : -2 | 8 | -4 | 7 | 8 | 7 | -8 | -5
Cc1ccccc1NC(=O)C(=O)NC(C)CCc1ccccc1 (centres undefined)
 : 9 | 13 | 1 | 2 | -9 | -14 | -32 | -12
O=C(OCc1cc2ccccc2[nH]c1=O)c1ccc([N+](=O)[O-])cc1
 : -6 | -9 | -4 | 2 | -3 | 2 | -25 | 21
N#C/C(=C\c1cccc(Oc2ccc(C(F)(F)F)cc2[N+](=O)[O-])c1)c1nc2ccccc2[nH]1
 : -2 | 12 | 4 | -4 | 26 | -8 | -18 | -2
CCOc1ccc(/C=N/NC(=O)CN2CCSCC2)cc1
 : 6 | -7 | -2 | 8 | -2 | -3 | 2 | 1
COc1ccc(/C=N/NC(=O)c2cccnc2)cc1CN1CCCc2ccccc21
 : -2 | 1 | 0 | 0 | 12 | / | -17 | 2

Values run as follows: ATG4B inh | CCR6 antag | APJ ag | CXCR6 inh | EBI2 antag | Gli-Sufu block | APJ antag | UBC13 inh
COc1cc(NC(=O)COC(=O)/C=C/c2c(C)nn(-c3ccc(F)cc3)c2Cl)cc(OC)c1
 : -2 | 7 | -4 | 1 | 16 | 20 | -5 | -13
Cc1occc1C(=O)Nc1ccc2ccccc2c1
 : 3 | 0 | -5 | -3 | 5 | -2 | 19 | 6
O=C(CCc1nc2ccccc2s1)Nc1ccccc1
 : -4 | 7 | -1 | 0 | 9 | -6 | 10 | 0
COC(=O)c1ccc(NC(=O)c2cn(-c3ccccc3)nc2-c2ccncc2)cc1
 : 8 | -1 | 4 | -1 | 10 | 41 | 3 | -10
O=C(CCN1C(=O)C2C3C=CC(C3)C2C1=O)N1CCN(c2ccccc2Cl)CC1 (centres undefined)
 : 0 | -3 | -1 | -3 | 4 | 16 | 13 | -1
Cc1ccc(/C=C2/NC(=O)[C@H](C)NC2=O)cc1
 : -5 | 12 | 0 | 2 | 8 | -12 | 1 | 1
O=C(CCCn1nnnc1CN1CCOCC1)N1CCC(c2ccccc2F)C1 (centres undefined)
 : 2 | -4 | -6 | -6 | 8 | -28 | 17 | -4
CN1CCN(C(=S)NC(=O)/C=C/c2cccs2)CC1
 : 1 | 5 | 5 | -12 | -17 | 6 | -13 | 1
O=C(CSc1ccc(F)cc1)NCCSc1ccccc1
 : -8 | 3 | -2 | 8 | 2 | -7 | 8 | -5
COc1cc(CN2CCc3ccc(NC(=O)CCc4ccccc4OC)cc3C2)ccc1O
 : 24 | 13 | 8 | 4 | 3 | 14 | -20 | -4
Cc1ccc(C(=O)N2CCCC2)cc1S(=O)(=O)Nc1ccccc1
 : -9 | 27 | -2 | 9 | 0 | -2 | 5 | -12

Six of the compounds above, as a markdown table.
| SMILES | ATG4B inh | CCR6 antag | APJ ag | CXCR6 inh | EBI2 antag | Gli-Sufu block | APJ antag | UBC13 inh |
| --- | --- | --- | --- | --- | --- | --- | --- | --- |
| CN1CCN(C(=S)NC(=O)/C=C/c2cccs2)CC1 | 1 | 5 | 5 | -12 | -17 | 6 | -13 | 1 |
| O=C(CCc1nc2ccccc2s1)Nc1ccccc1 | -4 | 7 | -1 | 0 | 9 | -6 | 10 | 0 |
| O=C(CSc1ccc(F)cc1)NCCSc1ccccc1 | -8 | 3 | -2 | 8 | 2 | -7 | 8 | -5 |
| Cc1ccc(/C=C2/NC(=O)[C@H](C)NC2=O)cc1 | -5 | 12 | 0 | 2 | 8 | -12 | 1 | 1 |
| O=C(CCN1C(=O)C2C3C=CC(C3)C2C1=O)N1CCN(c2ccccc2Cl)CC1 (centres undefined) | 0 | -3 | -1 | -3 | 4 | 16 | 13 | -1 |
| Cc1ccc(C(=O)N2CCCC2)cc1S(=O)(=O)Nc1ccccc1 | -9 | 27 | -2 | 9 | 0 | -2 | 5 | -12 |

Compound activity deposited in PubChem BioAssay by Sanford-Burnham Center for Chemical Genomics.
